Screening results as filed in PubChem.
SSB-PriA inh: inhibitors of Klebsiella pneumoniae PriA binding to SSB C-terminal tail; actives 0.6% (n = 430,000); inhibition, % at 33 µM; AlphaScreen SSBct-PriA binding, biotinylated peptide; AID 1272365; in the data active means inhibition mostly above about 37%, no sharp cut-off; inactive means mostly below about 20%;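 further: plate controls were negative control peptide for no effect and reference peptide for full effect; strong numbers were not always called active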
* = called active by the depositor; i = inactive; & = joins results of further samples. This is a subset; rates above refer to the full screens.

SMILES	SSB-PriA inh
COC(=O)N1CCC(CNC(=O)C(=O)Nc2ccccc2C#N)CC1	4
Cc1c(C=NNC(=O)COc2ccccc2[N+](=O)[O-])c2ccccc2n1C	3
CCCCc1ccc(NC(=O)CN2CCC(c3nc4ccccc4[nH]3)CC2)cc1	3
Cc1nnc(NC(=O)c2c[nH]c3ccccc3c2=O)s1	-11
COc1ccc(C(=O)N(CCc2cccs2)C2CC2)cc1F	-5
O=C(CCSc1ccccc1)N1CCN(c2cc(-n3cncn3)ncn2)CC1	-10
COc1ccc(-c2ccc(N3CCC(C(=O)Nc4cc(OC)cc(OC)c4)CC3)nn2)cc1	-2
CC(C)(C)c1ccc(C(=O)NCCNc2ccc(Nc3cccnc3)nn2)cc1	-5
CS(=O)(=O)N1CC(C(=O)N2CCN(c3ccccn3)CC2)C1	-1
COc1cccc(CNC(=O)C2CCN(c3ccc(-c4cccnc4)nn3)CC2)c1	-10
Cc1ccc(-c2cc(CNC(=O)c3ccc(S(=O)(=O)N4CCOCC4)cc3)no2)cc1	-2
O=[N+]([O-])c1cccc(S(=O)(=O)Nc2ccc3c(c2)CCCN3S(=O)(=O)c2ccccc2)c1	30
Nc1nc(SCC(=O)N2CCCC2)[nH]c(=O)c1NC(=O)c1ccccc1F	-9
CCn1ccc(C(=O)Nc2nnc(-c3cc(C)nn3C)o2)n1	5
COc1ccc(OC)c(-c2cc(C(=O)NCC#CCN3CCOCC3)[nH]n2)c1	-4
Cc1cc[n+](-c2[nH]c(=O)sc2C=NN=C([O-])c2ccccc2)cc1C	-8
Cc1ccc2nc(Cl)c(C=NNC(=O)CN3CCOCC3)cc2c1	-5
COc1ccc(CCC(=O)NCc2nc(C)no2)cc1	2
O=C(NCCCN1CCOC(c2ccccc2)C1)C(=O)Nc1ccccc1Cl (configuration not stated)	4
Cc1cc(NC(=O)C2CCCN2S(=O)(=O)c2ccc(Cl)cc2)n(C)n1 (configuration not stated)	6
O=C(CCc1ccc(C(F)(F)F)cc1)NCc1ccc(C(=O)c2ccsc2)s1	-2
COc1ccc(-c2csc(NC(=O)c3ccn(C)n3)n2)cc1OC	10
CCC1SC(CC)C(=O)N(CC(=O)Nc2ccccc2F)C1=O (configuration not stated)	-6
CN(C)N=Cc1ccc([N+](=O)[O-])cc1[N+](=O)[O-]	12
Cc1ccc(C(CNC(=O)c2c(C)cc(C)cc2C)OCCO)cc1 (configuration not stated)	-24
CN(C)c1ncc(NS(=O)(=O)c2ccc(C(F)(F)F)cc2)c(N(C)C)n1	-5
COc1ccc(-c2nn(-c3ccccc3)cc2C=NNc2ccccn2)cc1OC	-4
O=C(Nc1cc(C(F)(F)F)ccc1Cl)c1ccc(S(=O)(=O)N2CCc3ccccc3C2)cc1	-4
CCOc1ccc(-n2c(SCc3nc(-c4ccccc4C)no3)nc3ccsc3c2=O)cc1	-17
COc1ccc(OC)c(-c2ccc(=O)n(CCNC(=O)C(C)Oc3ccccc3F)n2)c1 (configuration not stated)	-13

Copied from the list:
SSB-PriA inh with COc1ccc(-c2nn(-c3ccccc3)cc2C=NNc2ccccn2)cc1OC → -4
SSB-PriA inh with O=C(CCc1ccc(C(F)(F)F)cc1)NCc1ccc(C(=O)c2ccsc2)s1 → -2
SSB-PriA inh with Cc1ccc(C(CNC(=O)c2c(C)cc(C)cc2C)OCCO)cc1 (configuration not stated) → -24
SSB-PriA inh with CN(C)c1ncc(NS(=O)(=O)c2ccc(C(F)(F)F)cc2)c(N(C)C)n1 → -5
SSB-PriA inh with CCOc1ccc(-n2c(SCc3nc(-c4ccccc4C)no3)nc3ccsc3c2=O)cc1 → -17

The main list resumes, repeating the four entries before the break.
SMILES	SSB-PriA inh
COc1ccc(-c2nn(-c3ccccc3)cc2C=NNc2ccccn2)cc1OC	-4
O=C(Nc1cc(C(F)(F)F)ccc1Cl)c1ccc(S(=O)(=O)N2CCc3ccccc3C2)cc1	-4
CCOc1ccc(-n2c(SCc3nc(-c4ccccc4C)no3)nc3ccsc3c2=O)cc1	-17
COc1ccc(OC)c(-c2ccc(=O)n(CCNC(=O)C(C)Oc3ccccc3F)n2)c1 (configuration not stated)	-13
Cc1nn(-c2ccccc2)c(Cl)c1C=NNc1ccc(Cl)c(C(=O)O)c1	4
CN(C)Cc1c(C(=O)NN=Cc2cccc(OCc3ccc(F)cc3)c2)nnn1-c1nonc1N	-2
O=C(NN=Cc1c(O)ccc2ccccc12)c1ccc(Br)o1	-9
O=C(CSc1nnc(-c2cccnc2)n1-c1ccccc1)NCCCN1CCOCC1	-16
Cc1cn2c(CCC(=O)Nc3nc(C)c(C(=O)N(C)C)s3)csc2n1	-5
Cc1ccc(NC(=O)NCCOc2cc(N3CCN(C)CC3)ncn2)cc1C	-3
CCOc1ccc2c(c1)sc(=NS(=O)(=O)c1ccc(OC)cc1)n2C(F)F	-12
Cc1ccc(N2CCCS2(=O)=O)cc1NS(=O)(=O)c1ccc(Br)cc1	9
COc1cccc2cc(C(=O)NCc3nc(C)no3)oc12	-13
Cc1noc(-c2c(NC(=O)c3ccc(=O)[nH]c3)sc3c2CCOC3)n1	1
O=C(c1cccnc1)N1CCCC(c2nnc(C(F)(F)F)o2)C1 (configuration not stated)	0
CCOc1ccc(-c2ccc(=O)n(CCCC(=O)Nc3cccc(C(F)(F)F)c3)n2)cc1	-13
CC(=O)c1cccc(NC(=O)Cn2c3ccc(F)cc3c3ncn(Cc4ccccc4)c(=O)c32)c1	-13
CCN1C(=O)Cc2cc(NS(=O)(=O)c3ccc4c(c3)OCCO4)ccc21	-7&1
COc1ccc(C=NNC(=O)C2C3CCCCC32)cc1OC (configuration not stated)	-7
Cc1ccc(Nc2nc(-c3ccccc3)c(C(=O)Nc3cccnc3)s2)cc1	-5
CCCCNC(=O)Cn1cnc(-c2ccc(OCC)cc2)cc1=O	-15
CC(/C=C/c1ccc2c(c1)OCO2)=NNC(=O)c1ccc(C)nc1	8
CC(=CC(=O)c1ccc(Cl)cc1)Nc1ccc(Br)cc1	-16
COc1ccc(Cc2nnc3sc(/C=C/c4cccc(C(F)(F)F)c4)nn23)cc1	-10
COc1ccc2cc(C(=O)N[C@H]3CCN(c4ccc(C(F)(F)F)cn4)C3)[nH]c2c1	0
CC(Oc1ccccc1)C(=O)NCCS(=O)(=O)N1CCc2ccccc2C1 (configuration not stated)	-3
O=C(c1cc(-c2ccc(F)cc2)c[nH]1)N1CCC(S(=O)(=O)Cc2ccco2)CC1	-3
Cc1nc(-c2ccccc2Cl)sc1CNC(=O)c1cnn(-c2ccccc2)n1	-18
O=C(Cn1c(=O)oc2ccccc21)NCc1cnn2ccccc12	-3
O=C(NCC1CCN(c2ccccn2)CC1)C(=O)Nc1ccc2c(c1)OCCO2	-19
COc1cccc(C(O)=C2C(=O)C(=O)N(Cc3ccco3)C2c2ccncc2)c1 (configuration not stated)	0
CCOC(=O)C(=NNc1cc(Cl)ccc1Cl)N1CCOCC1	-4
Cc1ccc(OC2CCN(C(=O)Cc3ccccc3Cl)CC2)nn1	7
COC(=O)c1ccccc1NC(=O)CSc1nc2c(sc3ccccc32)c(=O)n1CCc1ccccc1	-5&-3
Cc1ncn(CCNC(=O)c2csc(-c3ccccc3)n2)c(=O)c1C	-23
CCc1ccc(S(=O)(=O)NCCNc2cc(N3CCOCC3)nc(C)n2)cc1	-15
CC1CCCC1OCC(O)CN(CCO)CCO (configuration not stated)	-9
COc1cc(CSc2nc(CC(=O)NCC3CCCCC3)cs2)cc(OC)c1	-2
CC(=NNC(=O)c1c([N+](=O)[O-])c(C)nn1C)c1ccc(NC(=O)C2CCCC2)cc1	-1
Cc1nnsc1C(=O)NCC(Cc1cccc(F)c1)n1cccc1 (configuration not stated)	2
COc1ccc2cc(S(=O)(=O)NCC3CCCO3)ccc2c1 (configuration not stated)	5
O=C(Nc1cccc(C(F)(F)F)c1)N1CCC[C@H](c2nnc(C(F)(F)F)o2)C1	-3
COc1ccc(OCC(=O)NN=Cc2ccncc2)cc1	-2
CCOC(=O)c1sc(NC(=O)c2ccccc2OC)c(C#N)c1C	-8
Cc1nc(-c2ccccc2)sc1C(=O)Nc1c(C)nc2scc(C)n2c1=O	-9
O=C(CSCc1ccccc1)N1Cc2cnc(N3CCOCC3)nc2C1	-10
Cc1cc(C(=O)N2CCOCC2CO)no1 (configuration not stated)	-3
CC(C(=O)NCCOc1ccc(F)cc1)n1ncccc1=O (configuration not stated)	-4
Cc1cc(C)cc(S(=O)(=O)c2cc3cc(Br)ccc3oc2=O)c1	21
O=C(NCCc1ccccc1)c1n[nH]n2c1nc(=O)c1cc(Br)ccc12	8
CC(=O)NC(=Nc1nc(C)cc(C)n1)Nc1ccc(NC(C)=O)cc1	3
NC(=O)CSc1ccc(NC(=O)c2cccc(F)c2)nn1	-8
Fc1ccc(Nc2nc(NCc3ccc4c(c3)OCO4)nc3[nH]ncc23)cc1	6
COCCN(Cc1ccoc1)C(=O)c1csc(-c2ccccc2)n1	1
Further compounds:
SMILES	SSB-PriA inh
CCCCNC(=S)N(C)N=Cc1ccc(F)cc1	-89
Cc1ccc(S(=O)(=O)NC(N)=NCCc2c[nH]c3ccccc23)cc1C	22
CC(=NNc1nc2ccccc2nc1C)c1ccccc1O	-10
Nc1c(Cl)ncnc1NN=Cc1ccnc2ccccc12	0
CCc1ccc(/C=N/n2cnnc2)cc1	i
O=C(CN1CCN(CC(O)c2ccco2)CC1)NCc1ccco1 (configuration not stated)	-3
Cn1cnc(S(=O)(=O)NCC2CCN(C(=O)Oc3ccccc3)CC2)c1	3
CC1Oc2ccccc2CN(c2ccc(S(N)(=O)=O)cc2)C1=O (configuration not stated)	-13
CO[C@@H](CNC(=O)C(=O)Nc1ccc(OC(F)(F)F)cc1)c1ccc(Cl)s1	6
O=C(Cn1nc(-c2ccc(F)cc2)c2sc(N3CCCC3)nc2c1=O)N1CCCc2ccccc21	14
Cn1c(=O)n(Cc2c(F)cccc2Cl)c(=O)c2c1nc1n2CCCN1Cc1ccco1	-11
O=C(c1ccccc1F)N1CCN(c2ccc(-c3ccc(F)cc3)nn2)CC1	5
O=C(CCc1ccccc1)NC1C=CS(=O)(=O)C1 (configuration not stated)	-14
Cn1cccc1-c1noc(CNC(=O)C2c3ccccc3Oc3ccccc32)n1	-2
COC(=O)c1scc(C)c1NN=C(C)c1ccc(F)cc1F	-34
O=C(Cc1ccc(F)cc1)NCC(=O)N1CCOC(c2ccccc2)C1 (configuration not stated)	4
O=S(=O)(CCCOc1ccc(F)cc1)N1CCCC1	-6
CCN1C(=O)Cc2cc(NS(=O)(=O)c3ccc(OC)cc3OC)ccc21	8
Cc1cccc(N(CC(=O)NN=Cc2ccc(OCC(=O)NCc3ccco3)cc2)S(C)(=O)=O)c1C	5
Cc1cc2ncn(CCC3CCCCC3)c2cc1C	-9

Six entries picked at random from the list so far, as already listed:
SMILES	SSB-PriA inh
CCN1C(=O)Cc2cc(NS(=O)(=O)c3ccc(OC)cc3OC)ccc21	8
Cc1cc2ncn(CCC3CCCCC3)c2cc1C	-9
O=C(Cc1ccc(F)cc1)NCC(=O)N1CCOC(c2ccccc2)C1 (configuration not stated)	4
Cc1cccc(N(CC(=O)NN=Cc2ccc(OCC(=O)NCc3ccco3)cc2)S(C)(=O)=O)c1C	5
COC(=O)c1scc(C)c1NN=C(C)c1ccc(F)cc1F	-34
O=C(c1ccccc1F)N1CCN(c2ccc(-c3ccc(F)cc3)nn2)CC1	5

Going on with the list.
SMILES	SSB-PriA inh
CCn1c([C@H](Cc2ccccc2)NC(=O)c2ccccc2)nc2ccccc21	-17
O=C(NCCSC1CCOCC1)NC(c1ccccc1)c1ccccc1	-7
COC(=O)c1ccc2c(=O)n(CCCC(=O)NC(C)C)c(=S)[nH]c2c1	-6
COc1cccc(C=NNC(=O)c2cc(-c3cccn3C)n[nH]2)c1O	44
O=C(NCC[C@H](O)c1cccs1)C1CCC1	-23
Cc1cccc(S(=O)(=O)Nc2ccc3c(c2)CCCN3C(=O)c2ccccc2)c1	4
CC(Sc1nnnn1-c1ccc(Cl)cc1)C(=O)Nc1sc2c(c1C#N)CCCC2 (configuration not stated)	1
COc1cccc2sc(NC(=O)c3cc([N+](=O)[O-])cc([N+](=O)[O-])c3)nc12	4
CC1=C(C(=O)Nc2cccc(C)c2C)C(c2cccc3ccccc23)NC(=S)N1 (configuration not stated)	2
CCOC(=O)c1cn[nH]c1S(=O)(=O)Nc1ccc(OCc2ccccc2)cc1	2
COc1ccc(NC(=O)C(=O)NCC(c2ccc3c(c2)CCN3C)N(C)C)cc1OC (configuration not stated)	7
CCCOP(=O)(O)c1c([N+](=O)[O-])cc(C(F)(F)F)cc1[N+](=O)[O-]	-15
COc1cccc(C(=O)Nc2nc(CSCc3ccc(F)cc3)cs2)c1OC	-15
Cc1nccn1CCNC(=O)NCCOc1ccccc1	-6
COc1ccc(C(=O)NCCOc2ccc3nnc(-c4ccc(F)cc4)n3n2)cc1OC	-10
COc1ccc(S(=O)(=O)N2CCN(CCNC(=O)c3cccc(OC)c3OC)CC2)cc1	-14&-9
CCOC(=O)N1CCc2c(sc(NC(=O)c3ccc(F)cc3)c2C#N)C1	0
CN(C)S(=O)(=O)c1ccc(C(=O)NCC2CCN(c3cnccn3)CC2)cc1	-4
O=C(CSc1nccn2nc(-c3cccc4ccccc34)cc12)NCc1ccc(Cl)cc1	-18
O=C(Cc1ccc(F)cc1)NCCN1CCN(c2ccc(F)cc2)CC1	-4
CN1CCN(Cc2ccc(NC(=O)Nc3cccs3)cc2)CC1	13
Cc1cncnc1N1CCNCC1	-9
COc1ccccc1-c1nnc(NC(=O)Cc2ccc3c(c2)OCO3)o1	-15
O=[N+]([O-])c1cccc(/C=[N+](\[O-])c2ccccc2)c1	-29
Cc1ccc(-c2cn3c(CC(=O)NCc4cccnc4)csc3n2)cc1	-4
CCOc1nonc1C(=N)C(C(C)=O)=C(C)O	-16
CSc1nncn1N=Cc1ccc2c(c1)OCO2	-16
